FN deposit inh: fibronectin deposition inhibition; AH1F fibroblasts, Alexa488-fibronectin deposition fluorescence, overnight; inhibition, % at 12.6 µM; 0.086% of 350,000 active;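 active means mean inhibition across replicates of 30% or more, regardless of how many single replicates reach that level; inconclusive means mean under 30% yet at least half of replicates reach 30%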;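 further: positive control wells lacked labelled fibronectin entirely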
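Material: AH1F fibroblast monolayer depositing Alexa488-labelled fibronectin into matrix | Input: 10000 AH1F cells/well | Medium: DMEM plus 2% serum, read in PBS | Reagent: Alexa488-fibronectin, 24 nM final in well | Compound dosing: One dose per compound, pinned | Schedule: 1 h adhesion, overnight exposure | Measured by: Fluorescence at 485 nm excitation, 525 nm emission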
E-sel inducer: induces E-selectin expression in human endothelial cells. HUVEC E-selectin immunofluorescence imaging; normalized: neutral wells 0, TNF-alpha wells 100. activation, % at 7.58 µM. 0.37% of 260,000 active;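 active means mean E-selectin-positive cell signal at least 10% of the positive control, reached in at least 60% of replicates, without over 20% cell loss; inconclusive means no rule given, readout overlaps actives, possibly toxicity-flagged; inactive means the rest, including those meeting only one limit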;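 further: in these data hits start at about 27%; measured in HUVEC primary endothelial cells; signal is the percent of cells scored E-selectin positive by PE staining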
Target sequence (P16581 whole entry, looked up): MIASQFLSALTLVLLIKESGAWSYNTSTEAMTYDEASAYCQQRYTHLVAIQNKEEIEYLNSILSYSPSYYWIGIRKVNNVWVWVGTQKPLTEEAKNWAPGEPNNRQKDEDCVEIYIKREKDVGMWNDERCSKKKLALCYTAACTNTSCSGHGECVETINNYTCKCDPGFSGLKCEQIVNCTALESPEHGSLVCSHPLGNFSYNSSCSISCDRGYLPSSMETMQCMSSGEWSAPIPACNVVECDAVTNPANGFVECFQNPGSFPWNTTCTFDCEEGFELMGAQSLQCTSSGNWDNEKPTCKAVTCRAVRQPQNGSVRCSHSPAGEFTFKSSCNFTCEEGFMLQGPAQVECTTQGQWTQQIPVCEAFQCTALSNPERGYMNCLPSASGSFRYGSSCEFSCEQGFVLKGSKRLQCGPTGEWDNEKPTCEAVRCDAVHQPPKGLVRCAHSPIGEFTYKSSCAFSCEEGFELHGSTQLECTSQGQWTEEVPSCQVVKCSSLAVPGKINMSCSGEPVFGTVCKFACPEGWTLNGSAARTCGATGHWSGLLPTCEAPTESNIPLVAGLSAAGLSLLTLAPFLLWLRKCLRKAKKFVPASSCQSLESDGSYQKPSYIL
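Assay system: HUVEC primary endothelial cells. Input: 3,000 HUVEC seeded per well. Doses: one compound dose added by pin transfer. Read-out basis: % PE-positive cells. Benchmarks: TNF-alpha high, DMSO low. Detection: immunofluorescence imaging. Buffer or medium: EGM-2, gelatin.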
S100A4 MyoIIA: inhibitors of human S100A4 binding to myosin IIA peptide; 0.14% of 360,000 active; S100A4/TAMRA-MyoIIA peptide fluorescence polarization; inhibition, % at 10.7 µM; P26447;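 active means mean inhibition of at least 70% across replicates, with every replicate also reaching that level; inconclusive means mean inhibition reaches 70% but some replicates fall short; inactive means mean inhibition below 70%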
Target sequence (P26447 whole entry, looked up): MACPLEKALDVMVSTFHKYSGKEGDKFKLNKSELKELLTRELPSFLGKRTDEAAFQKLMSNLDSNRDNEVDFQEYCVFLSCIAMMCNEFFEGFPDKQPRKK
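Test system: S100A4 monomer protein. Medium: HEPES buffer with Ca2+, pH 7.2. Reagent: fluorescent myosin IIA peptide, 5 nM. Compound dosing: single-point compound testing. Timing: 5 min between mix addition and reading. Benchmarks: DMSO neutral and TFP positive wells.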
EWS-Fli inh: inhibitors of EWS/Fli oncoprotein transcriptional activity; 0.67% of 350,000 active; inhibition, % at 12.6 µM; AID 651661; A673 NR0B1-luciferase reporter, viability-normalised;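 active means mean inhibition of at least 50% after viability correction, with every replicate also passing that limit; inconclusive means mean reaches 50% but only one of two replicates passes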;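 further: firefly luciferase signal divided by Alamar Blue viability fluorescence both relative to DMSO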
Xi reactivation: reactivates the inactive X chromosome in mouse fibroblasts. activation, % at 7.58 µM. 0.055% of 360,000 active. XiGFP mouse fibroblasts, % GFP-positive cells imaging, 3 d; cells co-treated with 5-aza-dC sensitizer; scaled so ellipticine positive control = 100%;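 active means mean normalized replicate activation at least 10% and every replicate at or above 10%; inconclusive means only one of the two criteria met; inactive means mean below 10% and not all replicates reach 10%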;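 further: 0% = median of on-plate neutral control wells and 100% = ellipticine 6 µM median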
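System: SV40-immortalized XiGFP fibroblast cells, line 68-5-11 / Incubation: 3-day compound exposure, then 15 min fixation at room temperature / Compound: single concentration per compound, delivered by pin transfer / Buffer or medium: DMEM plus 5-aza-dC sensitizer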
esBAF inh: blocks esBAF chromatin remodeling in mouse ES cells; AID 602393; reporter increase, % at 12.5 µM; 2% of 350,000 active; Bmi1-luciferase knock-in reporter, 24 h; 100% = twice the neutral-well signal; in the data active means activation above about 40%; inconclusive means no clear call, values can overlap the other calls;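 further: 0% = median of the plate's neutral control wells and 100% = double that signal; a rise in the Bmi1 reporter signal indicates esBAF inhibition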
RAD52 anneal inh: blocks human RAD52 DNA annealing; P43351; recombinant RAD52 DNA annealing, FRET fluorescence; inhibition, % at 18.7 µM; 0.46% of 360,000 active;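 active means every replicate showing at least 50% inhibition; inconclusive means mean inhibition at least 50% but not in every replicate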
RAD54 branch: inhibitors of human RAD54 branch migration | RAD54 Holliday junction branch migration, FAM/BHQ fluorescence | Q92698 | 0.14% of 360,000 active | inhibition, % at 10.4 µM;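 active means mean normalized replicate activity at least 40 and at least half of replicates scoring 40 or more; inconclusive means only one of the two criteria met; inactive means mean below 40 and under half of replicates reaching 40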;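 further: 0% = median of neutral control wells and 100% = median of positive control wells; inhibitors cause a drop in the FAM fluorescence signal; in these data hits start at about 50%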
Numbers without * were called inactive; ? = inconclusive; nt = not tested or not shown.

SMILES	FN deposit inh	E-sel inducer	S100A4 MyoIIA	EWS-Fli inh	Xi reactivation	esBAF inh	RAD52 anneal inh	RAD54 branch
C[C@H](CO)N1C[C@H](C)[C@@H](CN(C)S(=O)(=O)c2ccc(Cl)cc2)Oc2ccc(NC(=O)CCCCCC(=O)Nc3ccccc3N)cc2C1=O	nt	0.5	0	-6	0.4	nt	3	nt
C[C@@H]1CN([C@@H](C)CO)C(=O)c2cc(NC(=O)c3ccncc3)ccc2O[C@@H](C)CCCCO[C@@H]1CN(C)CC1CCCCC1	nt	nt	16	nt	nt	3	-29	-1
FC(F)(F)c1nc(SCc2ccc(Cl)cc2Cl)n[nH]1	5	nt	8	-21	0.0	25	-16	nt
Cn1c(-c2ccc(F)cc2)cnc1SCC(=O)NNC(=O)Cc1ccccc1	-3	nt	-9	1	0.0	nt	-5	nt
COc1ccc(CN2C[C@@H](O)COC[C@@H]3O[C@@H](CC(=O)N(C)C)CC[C@H]32)cc1	5	0.0	-5	3	0.2	-4	1	0
Cc1cc(C)c2c(N)c(C(=O)Nc3ccc([N+](=O)[O-])cc3)sc2n1	2	0.4	-3	-117	-0.1	?	-2	1
CCC(=O)N[C@H]1C=C[C@@H](CC(=O)NCc2cc(F)cc(F)c2)O[C@@H]1CO	-3	-0.1	45	-6	0.0	1	-2	-1
Cc1ccccc1NC(=O)CCc1c(C)nn(-c2ccc(N3CCOCC3)nn2)c1C	-1	nt	-3	nt	0.0	6	0	0
Cc1cccc(N(CC(=O)NCc2ccco2)C(=O)CNS(=O)(=O)c2ccc(F)cc2)c1	-3	nt	16	-9	0.1	-1	6	-4
C[C@@H](NC(=O)[C@@H]1[C@@H](CO)[C@@H]2Cn3c(cccc3=O)[C@@H]2N1CC1CC1)c1ccccc1	nt	-0.1	-2	1	0.1	-7	1	1
O=C(c1cnn(C(=O)c2ccc(O)cc2)c1)c1ccccc1O	-1	0.7	-1	-12	0.0	nt	-10	nt
CN(C)C(CNC(=O)c1ccc(NC(=O)c2cccs2)cc1)c1ccccc1 (configuration not stated)	6	nt	-12	7	0.0	8	-1	-1
O=S(=O)(c1cccs1)N1CCN(Cc2cccc(F)c2)CC1	-1	-4.0	-1	-30	0.0	0	-15	-5
C[C@@H]1CN([C@H](C)CO)C(=O)c2ccccc2-c2ccccc2CO[C@@H]1CN(C)Cc1ccc(Cl)c(Cl)c1	-5	1.1	5	0	0.8	nt	12	nt
CC(C)C#Cc1cnc2c(c1)C(=O)N([C@H](C)CO)C[C@@H](C)[C@@H](CN(C)C(=O)c1cccc(F)c1)O2	-5	-0.2	53	-2	0.0	-2	14	1
COc1ccccc1-c1ccc2c(c1)O[C@@H](CN(C)CC1CCOCC1)[C@H](C)CN([C@H](C)CO)S2(=O)=O	-8	-0.1	-38	10	0.0	-2	17	-6
OCCOCCn1c(CCNc2nc(-c3ccc(F)cc3)cs2)nc2cc(C(F)(F)F)ccc21	0	-0.1	-1	11	-0.1	10	-36	-4
CCOCCCn1c(=N)c(S(=O)(=O)c2ccccc2)cc2c(=O)n3cc(C)ccc3nc21	5	nt	-4	4	0.1	-2	-108	-1
COc1ccc(-c2cc(C(=O)N(C)Cc3ccc(F)cc3)c3ccccc3n2)cc1OC	11	-0.7	2	16	0.0	-6	7	-4
Cc1ccc(C)c(CSC2=NCCN2C(=O)Cc2ccc([N+](=O)[O-])cc2)c1	6	-0.1	-3	-3	0.0	nt	-12	nt
CC(=O)N1C[C@H]2[C@@H](c3ccccc31)[C@@H](CO)N2S(=O)(=O)c1ccccc1	nt	0.1	11	-1	0.0	-4	-9	-10
Oc1ccc(C[C@H]2CN([C@@H](Cc3ccccc3)CN3CCCC3CN3C(=S)NC[C@@H]3Cc3ccccc3)C(=S)N2CC2CCCCC2)cc1 (some centres not stated)	-4	3.0	12	11	0.3	nt	-20	nt
CC1=C(C(N)=O)C(c2ccc(F)cc2)n2nc(CCCO)nc2N1 (configuration not stated)	-4	0.0	-4	3	0.1	-8	5	-1
CCCCCCCCN1C(=O)[C@@H](CC(=O)N2CCC(c3ccccc3)CC2)C[C@@]2(C(=O)OC)C1=C[C@H](C1CCCC1)O[C@@H]2C	4	-0.2	-1	-9	0.1	nt	-6	nt
CCOc1ccc(NC(=O)c2ccccc2-c2ccccc2C(=O)O)cc1	11	0.2	16	-11	0.0	27	22	-15
O=C(C[C@@H]1C[C@H]2c3cc(NC(=O)Nc4ccc(F)cc4)ccc3O[C@H]2[C@H](CO)O1)NCC1CC1	-2	-0.2	nt	7	0.0	0	nt	7
O=C(CN1CCOc2ccccc21)NC1CC1	-17	1.1	34	7	0.1	1	-6	5
CCCNS(=O)(=O)c1cc(CN2C(=O)c3cccnc3C2=O)ccc1OC	4	0.3	1	5	0.0	-6	-12	3
Cc1ccccc1-c1cc(C(=O)NCc2cccc(C(F)(F)F)c2)n(CC2CC(c3cccnc3)=NO2)n1 (configuration not stated)	2	0.1	4	20	0.0	-2	-12	-7
Cc1ccc(S(=O)(=O)c2nc(NCCN(C)C)sc2Cl)cc1	11	nt	2	nt	nt	-6	11	-4
CNC[C@@H]1Oc2cc(C#CC3CCCCC3)ccc2S(=O)(=O)N([C@H](C)CO)C[C@H]1C	-3	-2.0	nt	-22	-0.8	-86	nt	nt
COc1ccc(S(=O)(=O)N2CCC(C(=O)NC3(C)CCS(=O)(=O)C3)CC2)cc1OC (configuration not stated)	0	nt	1	-10	0.1	-8	3	-2
CCc1ccc(OC)c(-c2csc(N)n2)c1	3	0.9	7	0	0.1	nt	-11	nt
C[C@@H]1C(=O)O[C@H]2[C@H]1CC[C@@]1(C)C(=O)C=C[C@@](C)(O)[C@H]21	0	-0.5	8	-5	0.3	-6	-17	-12
C[C@H](O)C#Cc1ccc([C@H]2[C@@H](CO)N3CCCCN(C(=O)Nc4ccccc4)C[C@@H]23)cc1	nt	-0.4	7	3	0.2	7	-64	7
Cc1sc2nc(SCC(=O)NCCCO)n(-c3ccccc3)c(=O)c2c1C	4	nt	-1	-9	0.0	7	-5	0
CS(=O)(=O)c1ccc(NC(=O)CN2C(=O)C3CCCCC3C2=O)cc1 (configuration not stated)	3	2.9	3	nt	0.0	-5	-5	-2
O=S1(=O)c2ccccc2OC(COCc2ccccc2)CN1Cc1ccccc1 (configuration not stated)	-2	-0.7	8	1	-0.1	-3	-16	-1
N#Cc1nc(-c2cccs2)oc1N1CCOCC1	nt	nt	-5	10	nt	4	5	7
COC(=O)C1C(=O)NCC1c1ccc(OC)cc1 (configuration not stated)	nt	nt	0	nt	nt	-17	2	6
CC(=C/c1ccccc1)/C=N/n1c(C)n[nH]c1=S	-11	nt	-4	-22	0.0	16	-2	-5
CCOC(=O)CNC(=O)N1CCC(CCOc2ccccc2)(C(=O)OCC)CC1	-1	nt	-4	7	0.0	0	-13	-3
COc1ccc(OCC(=O)NNC(=O)c2ccc3c(=O)n4c(nc3c2)CCC4)cc1	nt	0.1	-5	nt	0.4	2	-9	8
COc1ccc(Cl)cc1-c1nc(SCC(=O)NC(C)C)n[nH]1	nt	nt	-1	-4	0.1	-10	-2	-13
CCOc1cc(C(=O)Nc2cc(C)ccc2OC)ccc1OCC(=O)N1CCCCC1	6	nt	nt	nt	0.3	8	nt	2

Screening results deposited in PubChem BioAssay by Broad Institute.
